High-throughput results: PubChem, several laboratories
RmlCD inh 1536 – inhibitors of Mycobacterium tuberculosis RmlC and RmlD coupled enzymes; P9WH09+P9WH11; RmlC+RmlD coupled enzyme assay, percent inhibition; primary screen in compound mixtures; inhibition, % at 3.6 µM; hit rate 0.03% among 160,000; AID 1533; in the data active means inhibition mostly above about 34%, no sharp cut-off; further: some results filed as inactive read as strong as hits
Target sequence (P9WH09 whole entry, looked up): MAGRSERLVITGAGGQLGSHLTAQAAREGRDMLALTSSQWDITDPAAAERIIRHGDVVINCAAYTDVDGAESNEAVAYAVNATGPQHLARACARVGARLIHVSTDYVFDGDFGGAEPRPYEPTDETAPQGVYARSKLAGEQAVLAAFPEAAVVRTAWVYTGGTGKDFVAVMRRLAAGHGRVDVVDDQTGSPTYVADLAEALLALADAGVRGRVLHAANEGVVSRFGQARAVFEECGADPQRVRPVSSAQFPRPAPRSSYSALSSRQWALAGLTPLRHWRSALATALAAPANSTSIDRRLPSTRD
Target sequence (P9WH11 whole entry, looked up): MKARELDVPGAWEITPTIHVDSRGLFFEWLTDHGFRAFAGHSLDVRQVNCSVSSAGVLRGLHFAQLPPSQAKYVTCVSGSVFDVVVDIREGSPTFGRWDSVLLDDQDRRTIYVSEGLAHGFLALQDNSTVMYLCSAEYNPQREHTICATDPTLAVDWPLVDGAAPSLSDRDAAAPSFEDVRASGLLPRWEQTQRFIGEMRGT
M. tuberculosis GlmU – inhibition of mycobacterial GlmU enzyme – biochemical, glucosamine-1-phosphate acetyltransferase (AID 1376) | one-dose inhibition, %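 (tested at 30 µM in the primary screen)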; IC50 in µM for titrated hits | M. tuberculosis GlmU acetyltransferase enzyme assay; higher % means a stronger effect | hit rate 0.25% among 220,000; in the data active means inhibition above about 13%;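 further: 0% = complete reaction with vehicle and 100% = reaction without substrate; strong numbers were not always called active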
Numbers without * were called inactive; . = not tested or not shown.

SMILES | RmlCD inh 1536 | M. tuberculosis GlmU
O=C(Nc1ccccc1)OC1CCS(=O)(=O)C1 (stereo not drawn) | . | -6.1%
O=C(NC1CCCCC1)c1ccc2c(c1)S(=O)(=O)c1ccccc1C2=O | . | 1.1%
CCOc1ccc(-c2cc(CCCC(=O)N3CCN(c4ccc(OC)cc4)CC3)no2)cc1 | . | -1.1%
Nc1nc(SCc2c(Cl)cccc2Cl)n[nH]1 | 4 | 2.8%
Cc1ccc(-n2c(C)nc3c(cnn3-c3ccccc3Cl)c2=O)cc1C | . | -4.6%
Cc1ccc(NC(=S)NCc2ccccc2)cc1[N+](=O)[O-] | 11 | 3.2%
CC(C)NS(=O)(=O)c1ccc(OCC(=O)N2CCc3ccccc3C2)cc1 | 1 | 1.9%
O=C1c2ccccc2C(=O)N1OCc1cccc(Cl)c1 | 3 | -0.6%
CCN(CC)S(=O)(=O)c1ccc(-c2csc(C)n2)cc1 | 4 | 1.1%
O=C(CN1C(=O)C2C3C=CC(C3)C2C1=O)Nc1nc(-c2ccccn2)cs1 (stereo not drawn) | 1 | -1.7%
CCOC(=O)CN1CC23C=CC(O2)C(C(=O)NCc2ccccc2OC)C3C1=O (stereo not drawn) | 8 | -2.9%
COc1cc2c(cc1NC(=O)CN1CCN(S(=O)(=O)c3ccc(C)cc3)CC1)oc1ccccc12 | 3 | .
Fc1ccc(CSc2ncnc3c2oc2ccccc23)cc1 | . | -0.5%
CCCCNC(=O)N(C)c1nncnc1C(=O)NC | . | -2.5%
CCOc1cc(/C=C2/C(=O)ON=C2C)ccc1OCc1ccccc1F | 105 | -0.5%
CCCCCC(=O)NNC(=O)c1c(O)c2ccccc2n(CC)c1=O | 2 | -2.4%
O=C(NCCc1ccccc1)c1ccco1 | . | -2.3%
O=C1c2nc3cc(-c4ccco4)[nH]n3c(=O)c2CN1C1CCCCC1 | 5 | 0.0%
CC(C)OCCCNC(=S)NNC(=O)C(c1ccccc1)c1ccccc1 | 7 | 5.4%
Clc1ccc(NC2(c3nnnn3C3CCCCC3)CCCCC2)cc1 | 4 | 1.4%
Cc1c(C(=O)OCCOc2ccc(Br)cc2)sc(=S)n1C | 6 | -0.5%
C=CCNC(=O)Nc1ccc(Cl)cn1 | . | -2.1%
COc1cccc(NC(=O)OCCN2CCN(Cc3ccccc3)CCC2=O)c1 | . | -0.6%
NC(N)=NC1=NC(=O)/C(=C/c2ccccc2-n2cccn2)S1 | . | -0.6%
CN(C)CCOc1ccc2c(c1)Sc1ccccc1CC2=O | 4 | 5.0%
CCc1ccc(CNCc2cccnc2)cc1 | 4 | -1.8%
CCc1ccc2[nH]c(=O)c(CN(Cc3ccco3)C(=S)NCC3CCCO3)cc2c1 (stereo not drawn) | -1 | -4.3%
CCOc1ccccc1N(C(=O)Cn1nnnc1-c1ccc(C)o1)C(CC)C(=O)NC(C)(C)C (stereo not drawn) | 8 | 0.9%
Cc1nc(N2CCN(Cc3ccc(Cl)cc3)CC2)c2oc3ccccc3c2n1 | -2 | -3.3%
CCOC(=O)/C(C#N)=C/Nc1ccccc1NS(=O)(=O)c1cccc(C(C)=O)c1 | 7 | 4.9%
Cc1cc2c(N=O)c(NO)ccc2[nH]1 | -8 | -1.4%
CCN1CC(CN(C)Cc2nc(COc3ccccc3)no2)CC1=O (stereo not drawn) | 2 | 1.6%
Cc1ccc(SCC(=O)Nc2ccc(S(=O)(=O)Nc3nccs3)cc2)cc1 | -7 | 2.3%
CN(C)S(=O)(=O)Oc1ccsc1C(=O)Nc1ccc(C(F)(F)F)cc1 | . | -0.1%
COC(=O)COc1cccc2c(=O)n(CC(=O)NCc3ccc(F)cc3)ccc12 | . | -6.7%
COc1ccc(Cc2nc(-c3ccc(Cl)cc3)no2)cc1 | 3 | 1.1%
COc1ccccc1CN1C[C@@H]2C[C@@H](c3ccc(C)c(C)c3)N3CCC[C@@]23C1=O | 14 | -0.6%
COc1ccc(/C=N/N=C2/NC(=O)CC(C(=O)O)S2)cc1 (stereo not drawn) | 7 | 2.6%
Cc1cccc(CN2C[C@]34C=C[C@@H](C[C@@H]3S2(=O)=O)O4)c1 | . | -3.9%
CC1(C)C(=O)OC(c2c3ccccc3cc3ccccc23)C(C)(C)C1=O (stereo not drawn) | -2 | 9.1%
CCN1C(=O)CC(C(=O)NCCc2ccc(S(N)(=O)=O)cc2)SC1=Nc1ccc(OC)cc1 (stereo not drawn) | -7 | 8.2%
CC(=O)Nc1ccc(OCC(O)CN2CCN(c3ccccc3Cl)CC2)cc1 (stereo not drawn) | . | 5.5%
OCCCc1cn(-c2ccccc2)c2ccccc12 | 19 | 5.4%
CCOP(=O)(OCC)c1nc(-c2ccc(Cl)cc2Cl)oc1N1CCOCC1 | -10 | 3.2%
COc1cc(C(=O)O)cc(Br)c1OC1CCCC1 | 5 | -3.6%
O=C(NCc1ccc2c(c1)OCO2)c1cccc(S(=O)(=O)N2CCCCC2)c1 | . | -4.8%
Cc1ccc(N=C(NO)c2nonc2N)cc1 | 6 | -3.3%
CC(C)c1ccc(NC(=O)COC(=O)/C=C/c2cccc([N+](=O)[O-])c2)cc1 | 5 | 4.0%

In another format: 3 of the compounds above.
mol	RmlCD inh 1536	M. tuberculosis GlmU
CN(C)S(=O)(=O)Oc1ccsc1C(=O)Nc1ccc(C(F)(F)F)cc1	.	-0.1%
COC(=O)COc1cccc2c(=O)n(CC(=O)NCc3ccc(F)cc3)ccc12	.	-6.7%
COc1ccc(Cc2nc(-c3ccc(Cl)cc3)no2)cc1	3	1.1%

Additional compounds follow:
SMILES | RmlCD inh 1536 | M. tuberculosis GlmU
COc1cc(C(=O)N2CCN(c3cccc(C)c3C)CC2)cc(OC)c1OC | 11 | 0.7%
COC(=O)c1ccc(CNC(=O)COC(=O)CCC2CCCC2)cc1 | -6 | 4.3%
C=CCn1c2ccccc2c2nnc(SCc3[nH]c(=O)[nH]c3C(=O)CCCCC(=O)OCC)nc21 | -1 | -0.5%
CCN(CC)CCn1c(=N)n(CC(O)c2ccc(OC)c(OC)c2)c2ccccc21 (stereo not drawn) | 5 | 2.4%
Cc1nnc(SCC(=O)Nc2ncc3c(n2)CC(c2ccccc2)CC3=O)s1 (stereo not drawn) | -10 | 3.6%
CCCCNC(=O)c1onc(CSc2cccc(C)c2)c1C(=O)O | 1 | 1.5%
CCSc1ccc(-c2nn(-c3ccccc3)cc2/C=C(/C#N)C(=O)NCCCOC)cc1 | -4 | 0.4%
O=C1c2ccccc2C(=O)N1SC1CCCCC1 | 16 | -4.3%
CCN1CCN(Cc2nc3c(c(=O)n(C)c(=O)n3C)n2CCc2ccccc2)CC1 | . | -3.7%
O=C(NCCCNC(=O)c1ccco1)c1ccco1 | . | -4.7%
O=C(NNC(=S)NC(=O)c1cn(-c2ccccc2)nc1-c1ccccc1)c1ccncc1 | . | -0.8%
CC(=O)CC(=O)Nc1ccccc1NC(C)=O | . | -0.3%
CCc1ccc(OCCNC(=O)c2ccccc2SCc2ccc(F)cc2)cc1 | -1 | .
C[C@@H]1NC(=O)c2cc([N+](=O)[O-])cc(I)c2OCC[C@@H](C(N)=O)NC(=O)[C@H](CCC(=O)O)NC1=O | . | 4.3%
NS(=O)(=O)c1ccc(CCNc2cc(=O)n(Cc3ccc(F)cc3)c(=O)[nH]2)cc1 | -7 | 3.1%
CN(C)CCNC(=O)c1onc(CSc2ccc(F)cc2)c1C(=O)NCCN(C)C | 5 | 2.1%
Cc1nn2c3ccccc3nc2n(C)c1=O | 4 | 2.5%
CCCCN(C(=O)CCC(=O)Nc1cc(C)on1)C(C(=O)NC(C)(C)CC)c1cccc(OC)c1OC (stereo not drawn) | 9 | 3.5%
CC(C)N1CCC2(CC1)N=C(c1ccc3c(c1)OCO3)CC(c1cc(Cl)ccc1O)N2 (stereo not drawn) | -8 | -1.2%
Cn1c(CSCCOc2ccccc2)n[nH]c1=S | 13 | -1.8%
O=C(NC1CC1)C1CCN(C2CCN(C(=O)CCOc3ccccc3)CC2)CC1 | -1 | -1.4%
O=C(Cn1c(NCCCO)nc2ccccc21)c1cccc(Br)c1 | 7 | -4.5%
Nc1ccc2oc(-c3cc(Br)ccc3Cl)nc2c1 | . | 1.9%
CCC1CCC(C(=O)NC(C(=O)Nc2ccc3c(c2)OCCO3)C(C)C)CC1 (stereo not drawn) | . | -0.4%
CC(=O)Nc1ccc(Oc2ccc3nc(C)[nH]c3c2)cc1 | . | 2.9%
Cc1[nH]c2ccccc2c1C(=O)CN1CCN(C/C=C/c2ccccc2)CC1 | 1 | -2.5%
O=C(NC(n1ccc(=O)[nH]c1=O)C(Cl)(Cl)Cl)C12CC3CC(CC(C3)C1)C2 (stereo not drawn) | 2 | 0.3%
COC(=O)c1cc(NS(=O)(=O)c2cccc(Cl)c2)ccc1N1CCOCC1 | -8 | -5.0%
C=CCNC(=O)Nc1ccc(Br)cc1Cl | 1 | 4.2%
Cc1cc([N+](=O)[O-])nn1CCCC(=O)NCc1ccccc1 | -10 | 1.1%
Cc1ccccc1OCCN1C(=O)c2ccccc2C1=O | . | 2.5%
CC(C)CC(=O)N=C1SC2CS(=O)(=O)CC2N1Cc1ccccc1 (stereo not drawn) | -2 | 6.1%
CC1(C)CC(=O)C(N=Nc2cc3c(cc2[N+](=O)[O-])OCCO3)=C(O)C1 | 6 | 1.8%
O=C(O)Cc1cn(Cc2ccc(F)cc2)c2ccccc12 | -11 | -1.2%
Cc1ccnc(NS(=O)(=O)c2ccc(N=CC3=C(O)CC(C)(C)CC3=O)cc2)n1 | -55 | 0.3%
O=[N+]([O-])c1nn(-c2ccc3c(c2)OCCO3)n(O)c1=NC1CCCC1 | -7 | -3.8%

Some of the entries so far, with values under each structure.
Below each compound: RmlCD inh 1536 | M. tuberculosis GlmU
> CC1(C)CC(=O)C(N=Nc2cc3c(cc2[N+](=O)[O-])OCCO3)=C(O)C1
→ 6 | 1.8%
> O=C(NC(n1ccc(=O)[nH]c1=O)C(Cl)(Cl)Cl)C12CC3CC(CC(C3)C1)C2 (stereo not drawn)
→ 2 | 0.3%
> Cc1ccnc(NS(=O)(=O)c2ccc(N=CC3=C(O)CC(C)(C)CC3=O)cc2)n1
→ -55 | 0.3%
> COC(=O)c1cc(NS(=O)(=O)c2cccc(Cl)c2)ccc1N1CCOCC1
→ -8 | -5.0%
> Cc1cc([N+](=O)[O-])nn1CCCC(=O)NCc1ccccc1
→ -10 | 1.1%
> Cc1ccccc1OCCN1C(=O)c2ccccc2C1=O
→ . | 2.5%
> O=C(O)Cc1cn(Cc2ccc(F)cc2)c2ccccc12
→ -11 | -1.2%

(more compounds)
SMILES | RmlCD inh 1536 | M. tuberculosis GlmU
O=C(CCCN1C(=O)/C(=C/c2cccs2)SC1=S)Nc1ccc(O)c(C(=O)O)c1 | . | 1.8%
CN(C)C(=O)CSc1nnc([C@H](Cc2c[nH]c3ccccc23)NC(=O)OC(C)(C)C)o1 | . | -2.9%
COc1ccc(C)cc1NC(=O)c1nnn(Cc2cc(C)ccc2C)c1N | -7 | -4.4%
COc1ccc(-c2nc3ccccc3o2)cc1NC(=O)c1ccc(Br)o1 | . | 5.8%
O=C(N/N=C/c1ccc(O)cc1)c1ccc(NC(=O)c2ccccc2Br)cc1 | . | -5.5%
O=C(O)C1CCC(CNCc2ccccc2Cl)CC1 (stereo not drawn) | 5 | 0.4%
Cc1nn(-c2ccccc2)nc1C(=O)NN | -6 | -1.9%
CCN=C1SC(CC(=O)Nc2ccc(N3CCOCC3)cc2)C(=O)N1CC (stereo not drawn) | 18 | -3.6%
O=C(COC(=O)CNC(=O)c1ccccc1Cl)Nc1ncc(C(F)(F)F)cc1Cl | 2 | -3.4%
Cc1ccc(Nc2ncccc2C(N)=O)cc1[N+](=O)[O-] | . | -4.1%
O=C(NCCCn1ccnc1)C(=O)c1cn(CC(=O)N2CCCCCC2)c2ccccc12 | 3 | .
N#Cc1ccc(-c2csc(NC(=O)c3ccc(N4C(=O)CCC4=O)cc3)n2)cc1 | . | 0.7%

Gathered by group, the entries above containing a CF3 group
SMILES | RmlCD inh 1536 | M. tuberculosis GlmU
CN(C)S(=O)(=O)Oc1ccsc1C(=O)Nc1ccc(C(F)(F)F)cc1 | . | -0.1%
O=C(COC(=O)CNC(=O)c1ccccc1Cl)Nc1ncc(C(F)(F)F)cc1Cl | 2 | -3.4%

Other results:
SMILES | RmlCD inh 1536 | M. tuberculosis GlmU
CCOC(=O)c1c(-c2cccc(C)c2)csc1NC(=O)C1CC=CCC1C(=O)O (stereo not drawn) | 13 | 2.9%
CCC/C(=N\NC(=O)c1cccc(C)c1)c1ccccc1 | -1 | -1.5%
O=C(NCc1ccco1)/C(=C/c1ccc(C(F)(F)F)cc1)c1nc2ccccc2[nH]1 | -1 | 3.5%
Oc1c(Cl)cc(Cl)cc1/C=N/Nc1ncc(Br)cn1 | 0 | 10%
CC(C)(C)NC(=O)CN(C(=O)c1ccc(CN2CCOCC2)o1)c1ccc2c(c1)OCCO2 | . | -1.5%
COc1ccc(C(=O)NC2=Nc3ccccc3N=C(C)C2c2ccccc2)cc1 (stereo not drawn) | -1 | 1.8%
COc1ccc(-n2nnnc2SCc2nc3ccccc3s2)cc1 | . | 1.0%
C=C(C)CSc1nc(N)c(C#N)c(-c2ccc(C)cc2)c1C#N | 11 | 4.2%
C=CCOc1c(CNc2ncn[nH]2)cccc1OC | 0 | 3.9%
CC1CN(C(=S)NC(=O)c2ccco2)CC(C)O1 (stereo not drawn) | -12 | -0.1%
Cc1c(CCO)c(=O)n(C)n1C(=O)c1ccc(F)cc1 | 3 | 5.5%
CCCC(=O)Nc1sc2c(c1C#N)CCCC2 | . | -5.9%
O=c1c2cc(-c3ccccc3)sc2ncn1-n1cccc1 | -6 | -9.4%
CC(OC(=O)CCc1nc2ccccc2[nH]c1=O)C(=O)c1ccccc1 (stereo not drawn) | 7 | 0.1%
CC(NS(=O)(=O)/C=C/c1ccccc1)c1ccccc1 (stereo not drawn) | -2 | -6.2%
COc1ccc(OC)c(NC(=O)CCN2CCN(c3ccccc3)CC2)c1 | -6 | -12%
CCOc1cc(/C=C/C(=O)c2ccc(O)cc2)ccc1OCC(=O)N(C)C | 10 | -4.5%

These rows are one share of the data; the hit share may differ from the screen's.
